Source: PubChem BioAssay
G6PDH CS: L. mesenteroides G6PDH inhibitors, counter-screen for G6PDH-coupled screening assays, biochemical, Leuconostoc mesenteroides enzyme; Purified L. mesenteroides G6PDH, diaphorase/resazurin coupled fluorescence, 45 min; glucose-6-phosphate dehydrogenase [Leuconostoc mesenteroides]; inhibition, % at 5 µM; 200,000 tested, 0.12% active; AID 1020, 2008; in the data active = inhibition above about 50%
APP 5UTR inh: inhibitors of APP translation via 5'UTR reporter, primary screen, APP 5'UTR luciferase, SH-SY5Y cells; inhibition, % at 2 µM; 190,000 tested, 0.82% active; AID 1285, 2008; SH-SY5Y APP 5'UTR-luciferase reporter, luminescence;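 active = inhibition above a set limit, derived from the sample mean plus 3 SD, cut at about 45% in these data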; note: values of inactives mirror those of a sister screen read the other way
NF-kB expr up: activators of NF-kB expression in neurons, primary screen, cell-based, HTS | human neuronal cells, NF-kB reporter expression; hits give high values | fold change at 12.5 µM | 190,000 tested, 1.6% active; in the data active = fold change above about 3.3
Diaph inh CS: diaphorase inhibitors and chemical oxidizers, primary screen, counter-screen for diaphorase-coupled primary assays, biochemical, uHTS, resorufin fluorescence | inhibition, % at 20 µM | diaphorase resazurin-to-resorufin fluorescence, NADH, 16 min; bacterial (C. kluyveri) enzyme, not human | 190,000 tested, 0.69% active | AID 1217, 2008;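 active = primary screen inhibition at 20 µM above a set limit, cut at about 50% in these data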;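 note: plate controls were DMSO with full reaction for no effect and wells lacking NADH for full effect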
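Assay system: diaphorase enzyme from Clostridium kluyveri. Quantity: enzyme working solution with 0.14 U/mL diaphorase. Schedule: reaction incubation of 16 min at room temperature. Technique: resorufin fluorescence, excitation 544 nm, emission 590 nm. Controls: No-NADH positive control and DMSO neutral control.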
TLR4-MyD88 BLA: inhibitors of TLR4-MyD88 association in cells, primary screen, cell-based, HeLa CL3-4, BLA complementation, FRET ratio; Toll-like receptor 4 (Homo sapiens) + Myeloid differentiation primary response protein …; HeLa CL3-4 TLR4/MyD88 BLA complementation; inhibition, % at 8.4 µM; 200,000 tested, 0.18% active; in the data active = inhibition above about 25%;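 note: 0% = vehicle and 100% = reference inhibitor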
Target sequence (O00206 whole entry, looked up): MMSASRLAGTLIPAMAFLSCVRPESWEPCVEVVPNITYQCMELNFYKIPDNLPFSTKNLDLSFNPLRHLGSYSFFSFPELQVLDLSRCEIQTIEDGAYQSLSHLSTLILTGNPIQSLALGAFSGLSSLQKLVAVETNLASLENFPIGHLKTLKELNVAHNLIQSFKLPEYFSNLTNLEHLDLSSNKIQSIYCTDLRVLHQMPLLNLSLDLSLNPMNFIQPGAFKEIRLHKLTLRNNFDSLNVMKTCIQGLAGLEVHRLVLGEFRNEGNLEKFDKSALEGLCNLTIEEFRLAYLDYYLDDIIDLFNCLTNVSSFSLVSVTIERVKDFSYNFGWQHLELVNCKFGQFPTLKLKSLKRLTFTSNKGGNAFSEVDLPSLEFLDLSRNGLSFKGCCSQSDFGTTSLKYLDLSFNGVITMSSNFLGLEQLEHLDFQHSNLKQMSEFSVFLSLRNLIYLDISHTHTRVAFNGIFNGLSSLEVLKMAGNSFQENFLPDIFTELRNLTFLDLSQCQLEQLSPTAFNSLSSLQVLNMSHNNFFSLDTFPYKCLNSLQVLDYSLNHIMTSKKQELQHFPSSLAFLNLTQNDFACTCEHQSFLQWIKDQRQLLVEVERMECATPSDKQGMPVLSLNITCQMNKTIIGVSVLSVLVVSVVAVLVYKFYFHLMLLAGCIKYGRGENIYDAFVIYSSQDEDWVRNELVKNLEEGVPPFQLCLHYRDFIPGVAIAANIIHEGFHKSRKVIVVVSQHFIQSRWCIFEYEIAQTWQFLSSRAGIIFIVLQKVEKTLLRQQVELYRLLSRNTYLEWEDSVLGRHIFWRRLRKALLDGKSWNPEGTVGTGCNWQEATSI
Target sequence (Q99836 whole entry, looked up): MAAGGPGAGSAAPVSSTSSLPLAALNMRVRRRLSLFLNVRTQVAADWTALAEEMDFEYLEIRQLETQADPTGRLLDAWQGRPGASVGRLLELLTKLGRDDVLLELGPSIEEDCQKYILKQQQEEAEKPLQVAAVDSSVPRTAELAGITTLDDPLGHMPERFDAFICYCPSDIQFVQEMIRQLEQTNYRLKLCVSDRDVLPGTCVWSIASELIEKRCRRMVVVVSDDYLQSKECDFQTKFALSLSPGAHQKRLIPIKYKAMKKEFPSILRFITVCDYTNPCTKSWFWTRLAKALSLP
FLuc act counter: FLuc activators, initial screening, artefact control for FLuc-dependent activation tests, biochemical, ATPlite luminescence; 200,000 tested, under 10 active; activation factor at 10 µM; ATPlite luciferase biochemical, 10 min; 0 = ATP-free wells, 1 = DMSO control; Luciferin 4-monooxygenase (Photinus pyralis), P08659; AID 1027, 2008;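 active = luciferase activation factor, scaled between plate controls, of at least 2 with compound at 10 µM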
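System: luciferase plus luciferin reagent, cell-free; medium: PBS as buffer for the ATP substrate; dosing: test compounds dosed from 2 mM stocks in 100% DMSO; timing: 10 min post-reagent at room temperature; measured by: luminescence measurement of luciferase light output; evaluation: luciferase activation, seen as luminescence increase over controls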
Diaph act CS: compounds boosting diaphorase resazurin reduction – biochemical, uHTS, resorufin fluorescence, counter-screen for diaphorase-coupled primary assays, primary screen. AID 1229, 2008. 190,000 tested, 0.005% active. Diaphorase/resazurin coupled assay, 16 min; hits give high values; 1 = vehicle wells, 0 = NADH-free wells. activation factor at 20 µM;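 active = diaphorase activity raised at least twofold by the compound at 20 µM; inactive = activation factor below 2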
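Material: Purified diaphorase enzyme from Clostridium kluyveri | Buffer or medium: 50 mM HEPES pH 7.4 with 4.542 mM MgCl2, 0.005% Tween 20 | Times: 16 min enzyme reaction, ambient temperature | Signal: Red resorufin fluorescence at 544/590 nm excitation/emission | Measure: Increased resorufin signal from activators or reducing compounds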
FLuc inh counter: firefly luciferase enzyme inhibitors, primary screen, artefact control for luciferase-based inhibitor screens, biochemical, luminescence, ATPLite | Luciferin 4-monooxygenase (Photinus pyralis), P08659 | 200,000 tested, 1.5% active | 10 min | AID 1006, 2008 | inhibition, % at 10 µM;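 active = inhibition above about 50% when tested at 10 µM, limit read from the data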
STAT1 act: STAT1 signaling activators, primary screen, cell-based, HTS, luciferase reporter | NIH 3T3 STAT1-luciferase reporter, IFN-gamma, luminescence; 100% = IFN-gamma alone, no compound | activation (% of control), % at 5.5 µM | 200,000 tested, 2.6% active;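 active = activation above the screen-wide mean activation plus 3 SD, cut at about 130% in these data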;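 note: raw ratio to IFN-gamma control signal so 100% means no change and 0% no light; values of inactives mirror those of a sister screen read the other way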
APP 5'UTR act: activators of APP 5'UTR luciferase reporter, primary screen, SH-SY5Y cells. 190,000 tested, 1% active. activation, % at 2 µM. SH-SY5Y APP 5'UTR luciferase reporter, luminescence; zero percent = DMSO vehicle wells;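 active = activation above a set limit, based on mean plus 3 SD of controls, cut at about 140% in these data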; note: values of inactives mirror those of a sister screen read the other way
* hit, by the source's call; nt = not tested or not shown.

SMILES	G6PDH CS	APP 5UTR inh	NF-kB expr up	Diaph inh CS	TLR4-MyD88 BLA	FLuc act counter	Diaph act CS	FLuc inh counter	STAT1 act	APP 5'UTR act
Cc1cccc(NS(=O)(=O)c2cc(C(=O)N3CCOCC3)ccc2Cl)c1	15	-10	1	8	-17	1	0.9	3	102	10
CC(C)CC(c1nnnn1C(C)(C)C)N1CCN(Cc2ccccc2)CC1 (stereo not drawn)	6	-14	0.82	5	-10	1.1	0.9	-6	98	15
COc1ccc(-n2c(SCc3nnc(-c4ccccc4)o3)nnc2-c2ccccc2)cc1	4	-9	0.78	8	8	1.1	0.9	-7	109	9
CC(C)CC(=O)N1CCN(S(=O)(=O)c2ccc(F)cc2)CC1	21	4	1.2	3	6	1	1	-5	108	-4
O=C(Nc1nc2nccc(-c3ccccc3)n2n1)C(Cl)(Cl)Cl	2	-5	1.2	32	-5	1	0.7	2	100	5
O=[N+]([O-])c1ccc(NC(=S)N2CCc3ccccc3C2)cc1	3	3	1.2	22	-7	1	0.8	-5	101	-3
CC(C)CN(C(=O)COC(=O)CNC(=O)c1ccc(Cl)cc1)C1CCS(=O)(=O)C1 (stereo not drawn)	-4	-6	1.1	-7	2	0.9	1.1	5	88	6
Cc1ccccc1-n1c(C)cc(/C=C(\C#N)C(=O)NCC2CCCO2)c1C (stereo not drawn)	5	-123	1.1	23	-14	0.2	0.8	75*	149*	123
Cc1cccc(N2CCN(C(=O)c3cc(C)oc3C)CC2C)c1 (stereo not drawn)	2	-17	1.4	13	-12	1.1	0.9	-7	100	17
C=CCSc1nnc(NC(=O)Cn2cnc3c2c(=O)n(C)c(=O)n3C)s1	6	-2	1.1	11	3	1	0.9	-3	97	2
Cn1cc(SCC(=O)Nc2ccc3c(c2)OCCO3)c2ccccc21	-11	-25	1.1	22	1	0.9	0.8	5	90	25
CC(C)(C)c1ccc(NC(=O)NCc2ccco2)cc1	6	-55	1.9	10	3	0.9	0.9	9	126	55
O=C(COC(=O)CCc1c[nH]c2ccccc12)Nc1ccc([N+](=O)[O-])cc1	-1	-4	1.1	26	-7	1	0.7	-3	99	4
Cc1ccc(S(=O)(=O)c2c(N)n(CCC(C)C)c3nc4ccccc4nc23)cc1	4	-5	0.67	17	-4	1.1	0.8	-6	100	5
CC(=O)Nc1ccc(SCC(=O)c2cc(C)n(CC(F)(F)F)c2C)cc1	3	nt	1.3	13	-9	1.1	0.9	-6	121	nt
Nc1c(NCc2ccccc2F)c(=O)[nH]c(=O)n1Cc1ccccc1	4	-22	0.84	12	4	1	0.9	4	96	22
Cc1ccc(-n2ccnc2SCC(=O)O)c(C)c1	9	-5	1.1	0	-13	1	1	-1	100	5
O=C(Nc1cc(SCCO)cc([N+](=O)[O-])c1)c1ccco1	-2	-3	0.91	4	-14	1.1	1	-7	95	3
CS(=O)(=O)N1CCN(C(=O)c2cc(-c3cccs3)nc3ccccc23)CC1	12	-5	0.55	14	-3	0.9	0.9	13	93	5
CCN(CC)CCCNC(=O)c1ccccc1C	2	-9	1.1	14	-3	1	0.9	-4	103	9

Whole records, looked up by structure. Screens in order: G6PDH CS, APP 5UTR inh, NF-kB expr up, Diaph inh CS, TLR4-MyD88 BLA, FLuc act counter, Diaph act CS, FLuc inh counter, STAT1 act, APP 5'UTR act
Entry for CS(=O)(=O)N1CCN(C(=O)c2cc(-c3cccs3)nc3ccccc23)CC1 = 12, -5, 0.55, 14, -3, 0.9, 0.9, 13, 93, 5
Entry for Cc1ccc(S(=O)(=O)c2c(N)n(CCC(C)C)c3nc4ccccc4nc23)cc1 = 4, -5, 0.67, 17, -4, 1.1, 0.8, -6, 100, 5
Entry for COc1ccc(-n2c(SCc3nnc(-c4ccccc4)o3)nnc2-c2ccccc2)cc1 = 4, -9, 0.78, 8, 8, 1.1, 0.9, -7, 109, 9
Entry for Cc1ccccc1-n1c(C)cc(/C=C(\C#N)C(=O)NCC2CCCO2)c1C (stereo not drawn) = 5, -123, 1.1, 23, -14, 0.2, 0.8, 75*, 149*, 123
Entry for Cc1cccc(N2CCN(C(=O)c3cc(C)oc3C)CC2C)c1 (stereo not drawn) = 2, -17, 1.4, 13, -12, 1.1, 0.9, -7, 100, 17

(listing goes on)
SMILES	G6PDH CS	APP 5UTR inh	NF-kB expr up	Diaph inh CS	TLR4-MyD88 BLA	FLuc act counter	Diaph act CS	FLuc inh counter	STAT1 act	APP 5'UTR act
O=C(c1ccco1)N1CCN(S(=O)(=O)c2cccc([N+](=O)[O-])c2)CC1	12	-19	nt	8	3	1.1	0.9	-10	100	19
CC(=O)c1ccc(NC(=O)C2CCCN2S(=O)(=O)c2cccc3cccnc23)cc1 (stereo not drawn)	4	2	1.1	9	-2	1.1	0.9	-9	105	-2
CCc1ccccc1N1C(=O)C2C3CC(=O)C(c4ccccc43)C2C1=O (stereo not drawn)	2	-2	1.2	5	6	1.1	0.9	-5	106	2
CCOC(=O)c1c(NC(=O)COc2ncnc3sccc23)sc2c1CCC2	10	-7	0.77	8	4	1	0.9	-1	106	7
CS(=O)(=O)N(Cc1ccccc1)c1ccc(C(=O)NCc2cccnc2)cc1	1	-19	1.3	6	3	1.1	0.9	-8	104	19
CCOc1ccc(NC(=O)C(C)Oc2ccccc2C(=O)Nc2ccc(C)c(Cl)c2)cc1 (stereo not drawn)	-5	13	1.1	23	7	1.1	0.8	-5	109	-13
CN(c1c(C#N)c(C(F)(F)F)nn1C)N(S(C)(=O)=O)S(C)(=O)=O	6	-2	1.1	-12	8	1	1.1	-1	94	2
O=C(CN1CCN(c2ncccn2)CC1)Nc1ccccc1-n1cccc1	6	-6	0.77	-7	1	1.1	1.1	-7	97	6
CCCCC(=O)NC(=S)Nc1cccc(NC(=O)c2ccco2)c1	-14	10	0.89	4	-4	1	1	-4	101	-10
COc1ccc(C(=S)N2CCOCC2)cc1OS(=O)(=O)c1ccccc1[N+](=O)[O-]	6	4	0.77	7	7	1	0.9	-3	102	-4
CC1=C(C(=O)Nc2ccc(Cl)cc2)C2(CCCCC2)C(C(N)=O)C(=S)N1 (stereo not drawn)	-4	24	0.95	18	1	1	0.8	-2	94	-24
CCOC(=O)c1ccccc1NC(=O)C(C)Oc1ccccc1 (stereo not drawn)	7	21	1.1	14	7	1.1	0.9	-8	95	-21
CS(=O)(=O)NCc1nnc(SCc2c(F)cccc2Cl)o1	12	10	0.92	8	-10	1.1	0.9	-9	102	-11
O=c1cc(CSc2nc(NCc3ccccc3)c3ccccc3n2)nc2ccc(Cl)cn12	-3	7	0.93	14	-16	1.1	0.9	-6	91	-7
O=C(COc1ccccc1)Nc1ccccc1N1CCN(c2ccc(F)cc2)CC1	2	-8	0.96	14	-1	1.1	0.9	-7	98	8
O=C(Nc1ccccc1C(=O)NCC1CCCO1)c1ccccc1 (stereo not drawn)	3	6	1.3	-2	-10	1.1	1	-9	99	-6
CSc1cnc2c(=O)n(C)c(=O)[nH]c2n1	-3	-2	1.2	16	-9	1.1	0.8	-7	107	2
Cc1cc(C)c2[nH]c(=O)c(CN(Cc3nnnn3C3CCCC3)C3CCCCC3)cc2c1	0	-3	0.87	13	-12	1	0.9	1	98	3
CCOCC(=O)N1CCN(c2ccccc2OC)CC1	13	-13	1.1	18	7	1.1	0.8	-7	102	13
Oc1ccc(-c2nc3ccccn3c2NCc2ccc3c(c2)OCO3)cc1	5	14	1.4	2	8	1	1	-2	104	-14
CN1CCN(C(=O)c2ccc3c(=O)n(CCc4ccccc4)c(=S)[nH]c3c2)CC1	nt	-10	nt	nt	-10	nt	nt	nt	107	10
CCn1c(COc2ccccc2C)nnc1SCC(=O)N1CCC(C)CC1	6	-20	0.99	9	5	1	0.9	-4	95	19
C[C@H](CO)NC(=O)[C@@H]1C[C@H]1[C@@H](NP(=O)(c1ccccc1)c1ccccc1)c1ccccc1	20	9	1.2	7	-3	1.1	0.9	-6	94	-9
Cc1noc(C)c1C(=O)NCc1cccs1	6	-6	1.1	-9	-3	1	1.1	-2	100	6
Cc1ccc(Nc2c3c(nc4ncnn24)CCC3)cc1	-5	6	1.2	12	2	1	0.9	-4	102	-6
COc1cc2cc(CN(Cc3cccs3)C(=S)Nc3ccc(C)cc3)c(=O)[nH]c2cc1OC	10	6	0.36	6	-16	1	0.9	0	107	-6
CC(=O)N1CCN(c2ccc(NC(=O)c3cccc(OCc4ccccc4)c3)cc2)CC1	5	14	0.62	6	2	1	0.9	-4	101	-14
O=C(Nc1ccc(S(=O)(=O)Nc2ncccn2)cc1)C1COc2ccccc2O1 (stereo not drawn)	6	4	0.95	14	-5	1	0.9	0	105	-4
Cc1ccc2[nH]c3nc(SCCN4CCOCC4)nnc3c2c1	6	-14	1.1	24	-7	1	0.8	1	111	14
O=C(c1ccccc1Sc1cccc2ccccc12)N1CCOCC1	3	20	0.91	17	2	1.1	0.8	-5	95	-20
Cn1c(=O)cc(OCCCC(=O)NCc2cccnc2)c2ccccc21	11	13	1.1	3	2	1	1	-2	103	-13
O=C(O)CCC(=O)Nc1cccc(C(=O)Nc2ccc(Br)cc2)c1	-2	3	1.7	-12	-19	0.9	1.1	8	104	-3
COc1ccc(CCn2c(C)ccc2C)cc1OC	6	-13	0.98	20	-14	1.1	0.8	-8	105	13
Cc1ccc(-c2cn3cc(C)ccc3n2)cc1	4	21	0.56	-8	-10	0	1.1	96*	13	-21
O=C(NC(=S)Nc1ccc(N2CCN(C(=O)c3ccccc3)CC2)cc1)c1cccs1	-6	-2	0.53	14	10	1	0.9	-5	90	2
N/C(=N\c1nc2c(c(=O)[nH]1)CCCC2)Nc1ccccc1Sc1ccccc1	2	6	1.5	6	5	1.1	0.9	-6	96	-6
COc1ccc(S(=O)(=O)NN(C)C(=O)c2nn(-c3ccccc3)ccc2=O)cc1	13	18	0.87	39	-4	1	0.6	-4	100	-18
CC1CCCCN1CCNC(=O)c1cnn2ccccc12 (stereo not drawn)	0	nt	1.3	22	-1	1.1	0.8	-6	104	nt
N#Cc1ccc(N2CCOCC2)c([N+](=O)[O-])c1	-1	-3	0.93	0	7	1	1	2	103	3
CCOc1ccc(/C=C2/SC(=S)N(C(C(=O)O)c3ccccc3)C2=O)cc1OCC (stereo not drawn)	9	1	1.1	3	12	1	1	-5	99	-1
O=C(CCSc1nccn1Cc1ccccc1)N1CCOCC1	-8	-24	1.3	11	-1	1.1	0.9	-5	106	24
